# Screening data (PubChem BioAssay)
# IL-1B inflam inh: inflammasome signaling inhibition, IL-1 beta readout; THP-1 LPS/ATP IL-1B secretion, AlphaLISA, 16 h; active compounds read low; activity change, % at 57.5 µM; hit rate 4.7% among 360,000; AID 743279; in the data active = activity change below about -50%; inconclusive = mostly about -30% to -49%; also: % is scaled to controls: 0 for no effect and ±100 for the full control effect
#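 THP-1 cells pretreated 1 hr with compounds (up to 57.5 uM final), then stimulated with LPS (250 ng/mL final) plus ATP (1.25 mM final); secreted IL-1B measured by AlphaLISA after 16 hr, decreased signal indicating inhibition.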
# HT1080 IDH1KD tx: toxicity to HT-1080 IDH1 knockdown cells (counter line) | HT-1080 IDH1 knockdown viability, ATP luminescence, 48 h | Potency, µM (highest dose often 46.1 µM), for inactives: at the highest dose activity, negative = toxicity, actives largely listed as cytotoxic | hit rate 2% among 360,000 | AID 686971;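 also: potency is read from the fitted curve at half-maximal effect; 0% = DMSO wells and -100% = cell-free medium wells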
#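 HT-1080-IDH1KD cells (IDH1 knocked down), 750/well in RPMI with 5% FBS, treated with compound 48 h at 37 degrees C. Viability by CellTiter-Glo luminescence, normalised to DMSO and no-cell wells; concentration-response curves classed.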
# GLP1R cytotox: cytotoxicity counter-screen for GLP-1 receptor inverse agonists; Potency, µM (top dose mostly 38.3 µM), for the others: at the top dose activity change, negative = inhibition, actives largely listed as inhibitors; HEK293 cAMP-luciferase reporter cells, luminescence, 24 h; hit rate 0.13% among 410,000;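 also: loss of luciferase light is scored as toxicity; potency is read from the fitted curve at half-maximal effect; % is scaled to controls: 0 for no effect and ±100 for the full control effect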
#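 To flag toxic compounds, the library was rerun on cells for 24 hr at 37 deg C and 5% CO2. Viability-linked luminescence was captured 12 min after adding luciferase detection reagent.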
# MCF10A rereplic: DNA re-replication induction in MCF 10a cells | AID 624296 | MCF 10A DNA re-replication, Hoechst nuclear intensity, 48 h | hit rate 2.9% among 350,000 | Potency, µM (top dose mostly 46.1 µM), for the others: top-dose activity, positive = re-replication, actives largely listed as activators; also: potency is read from the fitted curve at half-maximal effect; % of control where 0% means no effect; nearly all actives have a fitted effect of over 50% in size
# HT1080-NT tox: kills 2HG-producing HT-1080-NT fibrosarcoma cells; HT-1080-NT fibrosarcoma viability, CellTiter-Glo ATP luminescence, 48 h; hit rate 1.6% among 360,000; Potency, µM (series often up to 46.1 µM), inactives show top-dose activity, negative = less viability, usual class: cytotoxic;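 also: NT is the 2HG producing partner of a matched IDH1 knockdown line; potency is read from the fitted curve at half-maximal effect; 0% = DMSO-treated cells and -100% = media-only wells without cells; nearly all actives have a fitted effect of over 55% in size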
#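 Compounds were tested in concentration-response format on HT-1080-NT cells for 48 hours at 37 degrees C. Cell viability came from CellTiter-Glo luminescence; curves were classified by r2, response magnitude and activity.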
# KB-3-1 tox: kills parental KB-3-1 adenocarcinoma cells | KB-3-1 viability, CellTiter-Glo ATP luminescence, 72 h | Potency, µM (series often up to 46.1 µM), for the others: top-dose activity change, negative = cytotoxic, actives largely listed as cytotoxic | hit rate 1.4% among 400,000 | AID 1347075; also: potency is read from the fitted curve at half-maximal effect; % is scaled to controls: 0 for no effect and ±100 for the full control effect; nearly all actives have a fitted effect of over 60% in size
#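 Viability of parental KB-3-1 cells, measured by CellTiter-Glo luminescence, followed a 72 h incubation at 37 °C with pinned compounds in phenol-red-free DMEM containing 10% FBS.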
# KB-V1 MDR tox: kills drug-selected multidrug resistant KB-V1 cells. Potency, µM (top dose mostly 46.1 µM), for inactives: top-dose activity change, negative = cytotoxicity, hits mostly cytotoxic. KB-V1 MDR cells viability, CellTiter-Glo, 72 h. hit rate 3.4% among 400,000. AID 1347076; also: potency is read from the fitted curve at half-maximal effect; % is scaled to controls: 0 for no effect and ±100 for the full control effect; nearly all actives have a fitted effect of over 60% in size
#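 Cytotoxicity via CellTiter-Glo luminescence after 72 h compound exposure at 37 degrees C. Cells: drug-selected KB-V1 line, DMEM phenol-red free plus 10% FBS. Compounds tested at multiple concentrations; normalized data fitted to concentration-effect curves.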
# DRD3 agonist: activates the human D3 dopamine receptor; P35462; D3R DiscoveRx beta-arrestin cells, luminescence, 90 min; max activation, %; hit rate 0.58% among 410,000; AID 652048; in the data active = max activation above about 30%; also: 0% is about no effect; mostly tested at two doses, the higher about 12 µM
# Target sequence (P35462 whole entry, looked up): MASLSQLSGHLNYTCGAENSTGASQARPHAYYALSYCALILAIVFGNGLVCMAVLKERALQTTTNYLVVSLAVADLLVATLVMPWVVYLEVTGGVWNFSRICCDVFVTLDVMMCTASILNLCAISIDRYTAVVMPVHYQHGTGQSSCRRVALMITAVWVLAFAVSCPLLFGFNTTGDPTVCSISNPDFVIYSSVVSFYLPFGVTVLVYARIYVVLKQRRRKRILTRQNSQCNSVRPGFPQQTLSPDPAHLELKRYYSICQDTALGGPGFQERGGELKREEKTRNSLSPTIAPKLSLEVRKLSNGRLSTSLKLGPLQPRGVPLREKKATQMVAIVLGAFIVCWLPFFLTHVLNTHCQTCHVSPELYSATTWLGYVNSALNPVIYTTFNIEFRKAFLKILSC
#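 Cells at 1500/well, incubated overnight, then treated with pinned compounds (dopamine as control) for 90 min at 37 degrees C. DiscoveRx reagent added for 30 - 60 minutes at room temperature; luminescence read.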
# SW480 rereplic: DNA re-replication induction in SW480 cells | SW480 DNA re-replication, Hoechst DNA content imaging, 48 h | Potency, µM (titrated, usually from 46.1 µM), for the others: top-dose re-replication activation, actives largely listed as activators | hit rate 1.8% among 340,000; also: potency is read from the fitted curve at half-maximal effect; % of control where 0% means no effect; nearly all actives have a fitted effect of over 55% in size
#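 SW480 cells exposed to compounds for 48 hr at 37 C, 5% CO2, then Hoechst-stained 40 min. Nuclear DNA content imaged by fluorescence scanning (405 nm excitation, 500-530 nm emission); re-replication scored as increased high-intensity nuclei.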
# Numbers without * were called inactive; ? = inconclusive; / = not tested or not shown; & = joins results of further samples; [ ] = another dose, or the depositor's remark. Unless noted, calls follow the shape of the dose curve; as a rule, active = well fitted curve in the direction sought with a large enough effect; inconclusive = small, poorly fitted or top-dose-only effect, or another doubt; inactive = no such curve, though single readings can be large; an effect the other way counts as inactive or inconclusive.
SMILES	IL-1B inflam inh	HT1080 IDH1KD tx	GLP1R cytotox	MCF10A rereplic	HT1080-NT tox	KB-3-1 tox	KB-V1 MDR tox	DRD3 agonist	SW480 rereplic
CN(C)c1ccnc(-n2cccc2/C=N/OCc2ccccc2)c1C#N	10	8%[9.24 µM]	-23%	3%	0%	-5%	?	2	-8%
COc1ccc(OCc2nc(N)nc(Nc3ccc(C)cc3)n2)cc1	-14	-4%	-14%	6%	-1%	2%	-9%	-2	-2%
COC1c2ccccc2C(=O)N1Cc1ccc(F)cc1 (stereo unspecified)	-9	-1%	14%	6%	-14%	1%	6%	-1	6%
CC(NC(=O)OCc1ccccc1)C(=O)Oc1cc2oc(=O)cc(-c3ccccc3)c2cc1Cl (stereo unspecified)	23	-6%	/	18µM*	0%	0%	22%	-2	?
CCC[C@@H]1C[C@@]1(CCC)[C@@H](NC(=O)c1ccccc1)c1ccc(C(=O)OC)cc1	17	-7%	2%	?	0%	?	-22%	-24	?
O=[N+]([O-])c1ccc(C2CNC(c3ccccc3)O2)cc1 (stereo unspecified)	-1	-23%	5%	-2%	4%	3%	10%	3	2%
CC(C)Oc1cccc(C(=O)C2CCCN(C(=O)c3cc(C(F)(F)F)[nH]n3)C2)c1 (stereo unspecified)	-54*	-15%	-5%	7%	0%	?	21µM*	-15	-9%
O=C(COc1ccccc1Cl)Nc1ccc(C(=O)c2ccc(C(=O)O)cc2)cc1	9	17%	1%	?	11%	12%	13%	-7	-4%
CN(C)c1ccc(/C=N/NC(=O)c2ccc(-n3cnnn3)cc2)cc1	-17	1%	20%	1%	-7%	7%	-3%	-3	-6%
Cc1ccc(S(=O)(=O)N2CCOCC2)cc1NC(=O)COC(=O)CCn1c(C)csc1=O	6	-10%	16%	9%	-9%	-4%	-6%	-1	-2%
CN1c2ccc(Cl)cc2-c2nc(SCC(=O)NCc3ccc(F)cc3)ncc2S1(=O)=O	/	/	0%	/	/	-12%	0%	-17	/
O=C(CSc1nnc(Cc2cc(=O)[nH]c(=O)[nH]2)n1-c1ccc(F)cc1)NC1CCCC1	27	5%	-18%	0%	0%	-10%	3%	3	-5%
COc1cc(CN2C(=O)C(Cc3ccccc3)ON=C2c2ncccc2C)cc(OC)c1 (stereo unspecified)	25	1%	2%	/	0%	3%	?	-1	/
CN(C)NC(=S)NC(=O)C12CC3CC(CC(C3)C1)C2	0	4%	?	?	-13%	6%	1%	1	-4%
CCCCOc1cccc(OCCCC)c1C(=O)Nc1cc(C)on1	-6	10%	4%	-5%	-10%	?	?	10	0%
O=C(NCCO)C(=O)c1c(-c2ccc(Cl)cc2)cc2ccccn12	0	2%	4%	1%	-17%	2%	6%	0	-7%
Cc1cccc(NC(=S)NC(=O)c2ccc(Br)o2)c1	26	-7%	?	20%	-1%	-2%	-3%	-8	-4%
CCN(CC)S(=O)(=O)c1cc(C(=O)OCC(=O)Nc2cccc(Br)c2)ccc1F	9	9%	-14%	5%	6%	-1%	-13%	-2	4%
CC(C)(C)NC(=O)CCN(/N=C/c1ccccc1O)C1=NS(=O)(=O)c2ccccc21	32	10%	-5%	-5%	8%	-5%	?	0	1%
COc1ccc(NC2CCCN(C(=O)c3cc(C)nc4cc(F)ccc34)C2)cc1 (stereo unspecified)	12	15%	-11%	11%	-1%	?	-47%	-2	-13%
CCOc1ccc(NC(=O)CSc2nnc(C(C)C)n2CC)cc1	-7	0%	6%	-1%	4%	-1%	-17%	-3	-3%
COc1ccccc1CNC(=O)COC(=O)/C=C/c1ccc2c(c1)OCO2	-1	8%	-13%	7%	1%	3%	2%	-1	-6%
c1ccc2c(N3CCCCC3)nc(N3CCOCC3)nc2c1	-19	-2%	-10%	0%	21%	-25%	0%	-4	12%
Cc1cc(C)cc(NS(=O)(=O)c2ccc(F)cc2)c1	31	-15%	-4%	?	-9%	-10%	1%	13	?
CCOc1ccccc1C(=O)N[C@H](C(=O)OCc1cc(=O)oc2cc(C)ccc12)C(C)C	-55*	-23%	-2%	21%	-19%	0%	3.3µM*	7	?
Cc1ccc(NC(=S)NN2CCN(C)CC2)c(C)c1	-15	2%	6%	5%	6%	?	1%	9	9%
CCN(CC)CCCN(Cc1cc2cc3c(cc2[nH]c1=O)OCO3)C(=S)Nc1ccc(OC)cc1	-71*	-14%	0%[7.66 µM]	?	3%	?	14%	-10	3%
O=C1CCNc2cc3ccccc3cc21	19	16µM*	191%[activator]	-2%	-21%	23µM*	?	-3	?
Cc1cc(C)c(S(=O)(=O)NCCOc2ccccc2)c(C)c1-n1cnnn1	-11	1%	-17%	0%	-3%	-30%	?	-9	1%
Cc1noc(C)c1C(=O)OCC(=O)c1cc(C)n(Cc2ccccc2Cl)c1C	24	-24%	4%	3%	1%	-6%	?	-2	1%
Cc1cnc2c(C(=O)O)cnn2c1	-1	1%	-6%	21%	11%	-2%	5%	5	-10%
Cc1cc(C)c(C(=O)CSC2=NC(N)=C(C#N)C3(CCCCC3)C2C(N)=O)cc1C (stereo unspecified)	-14	?	-17%	?	?	7%	?	2	11%
O=C(C1=C[C@@H](c2ccc(C(F)(F)F)cc2)C[C@@H](OCc2ccc(CO)cc2)O1)N1CCN(Cc2ccc3c(c2)OCO3)CC1	-70*	?	-2%	?	-1%	-22%	?	-9	?
CCCc1cc(C(=O)Nc2sc3c(c2C#N)CCC3)no1	0	?	-17%	?	-25%	?	-2%	-1	?
Cc1ccc(Cl)c(NC(=O)COC(=O)c2ccccc2C(=O)c2ccc(Cl)c([N+](=O)[O-])c2)c1Cl	-105*	?	?	2.6µM*	?	?	-28%	-23	3.7µM*
CCC(C)N(C(=O)c1csnn1)C(C(=O)NC1CCCC1)c1ccc(F)cc1 (stereo unspecified)	17	9%	20%	-3%	14%	0%	?	-3	-3%
CCCCC(=O)Nc1cccc(-c2nc3ncccc3o2)c1C	-16	23%	-16%&-7%	?	18%	12%&12%	1%&0%	4&-2	?
Cc1nc([N+](=O)[O-])cn1CC(O)c1ccc(-c2ccccc2)cc1 (stereo unspecified)	16	2%	-11%	-3%	3%	-1%	-22%	0	-4%
CC1=CC(C)(C)C(C(=O)O)C(C(=O)O)C1 (stereo unspecified)	0	-2%	-6%	-7%	2%	4%	3%	-5	-5%
COC(=O)CCCCCN1C(=O)NC(c2ccc(-c3ccccc3)cc2)C(C(=O)OCc2ccccc2)=C1C (stereo unspecified)	-1	4%	5%	3.3µM*	8%	-11%	-17%	-2	-14%
Cc1cc2oc(=O)cc(C)c2cc1NC(=O)CCC(=O)O	23	-21%	-3%	-1%	0%	1%	7%	0	-3%
CCc1ccc(OCC(=O)Nc2cccc3nsnc23)cc1	13	10%	61%[activator]	7%	-1%	-10%	-7%	-3	29%
O=S(=O)(c1ccc2c(c1)OCCO2)N1CCN(S(=O)(=O)c2ccccn2)CC1	/	/	/	?	/	-19%	-8%	/	4%
COc1cccc(OC(=O)CSc2nnc(-c3ccccc3Br)o2)c1	10	2%	2%	-1%	7%	9%	17%	2	2%
CCOc1ccc(C(=O)NCC(C)NC(=O)c2ccc(OCC)cc2)cc1 (stereo unspecified)	5	5%	-19%	-3%	12%	-30%	11%	3	-24%
CCCn1cc(SCC(=O)Nc2ccc3c(c2)OCO3)c2ccccc21	?	3%	-13%	-1%	-13%	-2%	0%	4	-17%
O=C(Cn1cnc2nc3c(cc2c1=O)CCCC3)Nc1ccc(F)cc1Cl	/	/	7%	/	/	-4%	0%	4	/
CCN(CC(=O)NCc1cccs1)C(=O)/C=C/c1cc(OC)c(OC)c(OC)c1	20	-7%	9%	1%	-4%	-2%	-9%	2	-1%
Cc1ccc(C)c(N2CCN(C(=O)CN3CCSc4ccccc43)CC2)c1	/	/	2%	/	/	3%	?	8	/
COc1ccc(C(=O)N(c2ccc(OC)cc2)S(=O)(=O)c2ccc3c(c2)n(C)c(=O)n3C)cc1	/	/	-2%	/	/	-5%	2%	11	/
COC(=O)c1c(C)oc(C)c1S(=O)(=O)N1CCCC1	12	-2%	2%	-1%	0%	-1%	16%	-2	-32%[inhibitor]
CCc1noc(C)c1C(=O)NNC(=O)c1ccccc1F	-8	-6%	-2%	10%	-2%	0%	-14%	-3	-48%[inhibitor]
O=C1C2CC=C(Cl)CC2C(=O)N1CCC[n+]1ccccc1 (stereo unspecified)	9	8%	-9%	5%	8%	10%	14%	3	-4%
COc1ccccc1N(CC(=O)NCC1CCCO1)C(=O)Cn1nnc(-c2cccs2)n1 (stereo unspecified)	-6	20%	3%	?	16%	9%	-28%	-3	-108%[inhibitor]
Cc1ccc(CNC(=O)/C=C/[C@H]2O[C@@H](n3cc(C)c(=O)[nH]c3=O)C[C@@H]2O)o1	-1	-10%	2%	/	-1%	0%	-13%	-1	/
COc1ccc(C)cc1NC(=O)C(c1ccccc1)N1CCN(CC(=O)N2CCCC2)CC1 (stereo unspecified)	27	5%	-4%	12%	-2%	4%	12%	0	-40%[inhibitor]
CCOC(=O)N1CCN(C(=O)/C(=C/c2ccc(F)cc2)NC(=O)c2ccccc2)CC1	14	13%	-10%	17%	9%	/	/	1	0%
